Source: PubChem
aDG glyco act – alpha-DG glycosylation activation; Pro5-aDG cells, alpha-DG glycosylation AlphaScreen (IIH6); 0% Pro5, 100% B10-LARGE cell signal; activation, % at 10 µM; 360,000 compounds, 0.22% hits;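 active = activation of at least 8% versus controls, or a plate z-score of at least 8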;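 also: Pro5 are CHO cells carrying HIG-tagged alpha-DG that lacks glycosylation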
Glyco luc inh – N-linked glycosylation inhibition; D54 ERlucT glycosylation luciferase reporter, 24 h; percent of 100 nM tunicamycin response; reporter increase, % at 12.5 µM; 360,000 compounds, 0.23% hits;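 active = mean luciferase reporter signal, scaled so untreated is 0 and the glycosylation-blocking control 100, at or above a set limit in every replicate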;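 also: luciferase carries N-glycosylation sites so blocking glycosylation raises the light; 0% = median of neutral control wells and 100% = median of 100 nM tunicamycin wells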
MC4R antagonist – antagonists of human melanocortin 4 receptor (MC4R). P32245. MC4R-expressing cells, MTII-stimulated cAMP, LANCE TR-FRET. inhibition, % at 6.5 µM. 360,000 compounds, 0.48% hits;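 active = inhibition above its plate's cutoff, the mean of tested wells on that plate plus 3 SD, cut at about 29% in these data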;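 also: 0% = Melanotan II alone and 100% = Melanotan II plus saturating MCL0020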
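System: U2OS-MC4R stable cell line; Technique: Eu-cAMP/anti-cAMP TR-FRET, emission 671 nm; Repeats: single well per compound; Also added: Melanotan II; Dosing: one concentration, 6.5 µM nominal; Schedule: 30-min compound, 1-h challenge, 1-h detection, room temperature.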
m5-HT2A agonist – activates the mouse 5-HT2A serotonin receptor. CHO-K1 mHTR2A beta-arrestin complementation, luminescence; percent of 30 µM serotonin response. P35363. activation, % at 7.6 µM. AID 624169. 360,000 compounds, 0.66% hits;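 active = activation above a run cutoff, the mean activation of all tested compounds plus 3 SD, cut at about 14% in these data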;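 also: 0% = plate median of compound wells and 100% = 30 µM serotonin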
PDI turbidity – inhibitors of human protein disulfide isomerase | P07237 | PDI insulin aggregation turbidity, A650, 90 min | inhibition, % at 10 µM | 350,000 compounds, 0.052% hits | AID 588391;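 active = mean inhibition across replicates of 30% or more, whatever share of single replicates reach that level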;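 also: absorbance from insulin aggregation driven by PDI reduction with DTT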
Cardio protect – myocardial damage modulation in H9c2 cells. H9c2 cardiomyocytes, H2O2 injury protection, ATPLite, 2 h. 360,000 compounds, 0.63% hits. protection from H2O2 cell death, % at 20 µM;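 active = compounds giving at least 50% protection of heart cells from peroxide-induced death in the single-dose screen, raw or plate-pattern-corrected value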;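 also: 0% = DMSO wells with peroxide and 100% = DMSO wells without peroxide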
CaV13 ICDI inh – Primary screen for inhibitors of IQ motif and Ca2+-dependent inactivation inhibitor domain binding in CACNA1D, Förster resonance energy transfer in living cells, …; HEK cells, CFP/YFP FRET ICDI-IQ, plate reader, 10 min; percent FRET-ratio fall versus neutral wells; inhibition, % at 12.3 µM; 340,000 compounds, 0.098% hits;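 active = mean replicate inhibition of at least 30% and at least 1% of replicates passing that level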;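 also: 0% = median of the neutral control wells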
MC4R barr agon – human MC4R agonism via beta-arrestin; 360,000 compounds, 0.98% hits; activation, % at 8.9 µM; U2OS MC4R beta-arrestin complementation, luminescence; percent of melanotan II response, DMSO zero; AID 540308;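 active = activation above a per-plate cutoff, the mean activation of sample wells on that plate plus 3 SD, cut at about 8% in these data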
ABCB6 inh 2 – inhibitors of human ABC transporter ABCB6; fluorescence ratio to DMSO, % at 10 µM; 360,000 compounds, 0.19% hits; K562-ABCB6 porphyrin accumulation, flow cytometry, 1 h; stronger effect = lower value;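 active = fluorescence ratio to DMSO below 75%, the collection mean minus 3 SD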;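 also: signal is porphyrin accumulated inside mitochondria; 100% equals median channel fluorescence of DMSO control wells; lower ratio means ABCB6 inhibition with less porphyrin fluorescence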
Target sequence (Q9NP58 whole entry, looked up): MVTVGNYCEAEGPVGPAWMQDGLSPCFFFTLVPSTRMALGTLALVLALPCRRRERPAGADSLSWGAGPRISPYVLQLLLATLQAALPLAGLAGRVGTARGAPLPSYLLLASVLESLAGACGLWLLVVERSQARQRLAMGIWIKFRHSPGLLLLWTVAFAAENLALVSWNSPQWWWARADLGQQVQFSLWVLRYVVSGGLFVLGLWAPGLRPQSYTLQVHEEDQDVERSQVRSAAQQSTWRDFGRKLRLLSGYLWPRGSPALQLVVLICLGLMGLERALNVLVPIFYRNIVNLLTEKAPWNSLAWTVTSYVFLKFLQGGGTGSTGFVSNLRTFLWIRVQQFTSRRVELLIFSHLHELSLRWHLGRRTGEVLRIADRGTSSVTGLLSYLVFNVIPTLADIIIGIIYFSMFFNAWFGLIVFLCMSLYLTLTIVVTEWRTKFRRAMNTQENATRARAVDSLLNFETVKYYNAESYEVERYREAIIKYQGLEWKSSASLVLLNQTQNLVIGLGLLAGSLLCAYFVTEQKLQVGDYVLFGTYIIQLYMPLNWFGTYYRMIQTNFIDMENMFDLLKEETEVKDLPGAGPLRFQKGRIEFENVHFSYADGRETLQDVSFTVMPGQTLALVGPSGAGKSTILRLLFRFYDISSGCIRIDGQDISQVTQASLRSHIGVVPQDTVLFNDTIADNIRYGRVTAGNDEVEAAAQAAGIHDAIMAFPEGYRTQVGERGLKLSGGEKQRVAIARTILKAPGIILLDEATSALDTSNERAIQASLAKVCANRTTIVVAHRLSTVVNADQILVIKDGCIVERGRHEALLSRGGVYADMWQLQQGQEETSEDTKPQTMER
Vif imaging – blocks HIV Vif function; inhibition, % at 7.49 µM; HEK293T cells, Vif self-association by quenched fluorescence, imaging, 24 h; 340,000 compounds, 0.35% hits; in the data active = inhibition above about 50%, passing the limit was not always enough; also: some results filed as inactive read as strong as hits
The depositor's hits bear a star; nt = no result given.

#1 COc1ccccc1C(=O)N1c2ccccc2Sc2ccccc21
#2 COc1ccc(OCCCN2CCCC(C)C2)cc1 (configuration not stated)
#3 COCCCNC(=O)CSC1=Nc2ccccc2C2=NC(Cc3c[nH]c4ccccc34)C(=O)N12 (configuration not stated)
#4 CC1CCN(CCCn2c(SCC(=O)Nc3ccccc3Cl)nc3ccccc3c2=O)CC1
#5 N=C1c2ccccc2CN1NC(=O)COc1ccc(Cl)cc1
#6 O=C(CNC(=O)c1ccc2ccccc2c1)NC1CCCCC1
#7 O=C(COC(=O)C1CC1)NCCc1ccc(Cl)cc1
#8 CSc1nc2ccccc2c(=O)n1Cc1ccc(F)cc1
Screen / compound no.	1	2	3	4	5	6	7	8
aDG glyco act	0.4	0.0	-0.5	0.0	-0.1	-0.1	-0.1	0.0
Glyco luc inh	1	0	-2	-10	-1	1	0	-5
MC4R antagonist	11	2	2	10	-3	-1	2	5
m5-HT2A agonist	-3	-3	-1	43*	9	-3	6	-5
PDI turbidity	-1	-1	3	3	8	15	0	6
Cardio protect	-15	8	20	-12	2	-1	-2	-10
CaV13 ICDI inh	-5	-9	nt	1	-8	-17	-6	4
MC4R barr agon	4.8	-0.4	1.1	0.8	0.0	0.6	-1.5	2.8
ABCB6 inh 2	96	84	94	100	90	103	89	95
Vif imaging	-6	-6	-7	-6	-9	-8	7	0

#9 CC(C)N(C)Cc1nnnn1CC(=O)N(C)Cc1ccc(F)cc1
#10 O=C(COC(=O)c1ccc(Cl)cc1O)NC(=O)C1CCCCC1
#11 CCn1c(SCc2ccc(Cl)c(Cl)c2)nnc1C(C)NC(=O)c1ccc(OC)cc1 (configuration not stated)
#12 Cc1c(Cl)cccc1N(CC(=O)N1CCCCCC1)S(C)(=O)=O
#13 COc1ccc(OC)c(NC(=O)c2nc(-c3ccccc3)oc2C)c1
#14 Cc1ccc(NC(=O)Cn2cccc2)c(Br)c1
#15 Cc1cc2c(ncn2C(C)C)c(NS(=O)(=O)c2ccc(F)cc2)c1C
#16 COc1ccc(NC(=O)c2ccco2)cc1NC(=O)c1cccs1
Screen / compound no.	9	10	11	12	13	14	15	16
aDG glyco act	-0.2	-0.4	0.3	0.0	-0.2	0.1	0.3	-0.1
Glyco luc inh	0	1	0	-3	2	-1	-1	-2
MC4R antagonist	17	16	6	1	12	9	3	4
m5-HT2A agonist	2	4	3	2	2	1	0	-2
PDI turbidity	10	-3	-7	11	5	-1	-3	9
Cardio protect	4	-2	-9	-2	-5	-3	-1	-1
CaV13 ICDI inh	-5	nt	-5	-9	3	-3	-18	-8
MC4R barr agon	0.9	-1.4	-0.2	-0.8	0.3	-1.6	0.7	-3.4
ABCB6 inh 2	96	96	99	98	104	103	91	105
Vif imaging	0	1	-7	11	114*	-1	-22	0

Single records, from the list above. Order of screens: aDG glyco act | Glyco luc inh | MC4R antagonist | m5-HT2A agonist | PDI turbidity | Cardio protect | CaV13 ICDI inh | MC4R barr agon | ABCB6 inh 2 | Vif imaging
`Cc1c(Cl)cccc1N(CC(=O)N1CCCCCC1)S(C)(=O)=O` in the list: 0.0 | -3 | 1 | 2 | 11 | -2 | -9 | -0.8 | 98 | 11
`O=C(COC(=O)c1ccc(Cl)cc1O)NC(=O)C1CCCCC1` in the list: -0.4 | 1 | 16 | 4 | -3 | -2 | nt | -1.4 | 96 | 1

Some of these compounds in order of SMILES length, lowest first:
#6 O=C(CNC(=O)c1ccc2ccccc2c1)NC1CCCCC1
#16 COc1ccc(NC(=O)c2ccco2)cc1NC(=O)c1cccs1
#10 O=C(COC(=O)c1ccc(Cl)cc1O)NC(=O)C1CCCCC1
#4 CC1CCN(CCCn2c(SCC(=O)Nc3ccccc3Cl)nc3ccccc3c2=O)CC1
#11 CCn1c(SCc2ccc(Cl)c(Cl)c2)nnc1C(C)NC(=O)c1ccc(OC)cc1 (configuration not stated)
#3 COCCCNC(=O)CSC1=Nc2ccccc2C2=NC(Cc3c[nH]c4ccccc34)C(=O)N12 (configuration not stated)
Screen / compound no.	6	16	10	4	11	3
aDG glyco act	-0.1	-0.1	-0.4	0.0	0.3	-0.5
Glyco luc inh	1	-2	1	-10	0	-2
MC4R antagonist	-1	4	16	10	6	2
m5-HT2A agonist	-3	-2	4	43*	3	-1
PDI turbidity	15	9	-3	3	-7	3
Cardio protect	-1	-1	-2	-12	-9	20
CaV13 ICDI inh	-17	-8	nt	1	-5	nt
MC4R barr agon	0.6	-3.4	-1.4	0.8	-0.2	1.1
ABCB6 inh 2	103	105	96	100	99	94
Vif imaging	-8	0	1	-6	-7	-7

Additional records
#17 CN(CCOc1cccc2ccccc12)Cc1ccccc1
#18 O=C(O)CCn1c(SCc2cccc3ccccc23)nc2ccccc21
#19 Nc1ccccc1N1CCOCC1
#20 Cc1[nH]c2ccc(C(=O)NCCN3CCCCCC3)cc2c1C
#21 Cn1[nH]cc(C=NC(N)=O)c1=O
#22 COC(=O)[C@@]1(C)[C@H]2C(=O)N(Cc3ccccc3)C(=O)[C@H]2[C@H]2CN=C(SC)N21
#23 CCCC(=O)NC1=C(C#N)C2(CCCC2)Cc2ccccc21
#24 COc1cccc(CNCc2ccc(C(=O)O)cc2)c1OC
#25 NC(=O)c1ccccc1N/C=C/C(=O)c1ccco1
Screen / compound no.	17	18	19	20	21	22	23	24	25
aDG glyco act	-0.1	0.1	-0.3	-0.2	0.1	-0.2	-0.1	-0.3	-0.2
Glyco luc inh	1	0	5	-2	1	1	0	1	0
MC4R antagonist	0	5	2	4	8	3	-1	0	10
m5-HT2A agonist	15*	0	-2	-4	1	5	10	-2	-1
PDI turbidity	5	-1	-24	1	-6	4	8	-11	7
Cardio protect	-4	0	4	0	0	4	2	9	-1
CaV13 ICDI inh	-3	-10	-4	-7	-4	-5	-5	-6	-7
MC4R barr agon	1.2	-1.4	-1.1	-2.5	0.2	-0.5	2.5	0.1	-2.6
ABCB6 inh 2	99	98	90	91	90	96	96	105	101
Vif imaging	8	-4	3	2	1	-4	-8	-5	-2
